Screening results: PubChem BioAssay, Broad Institute
EWS-Fli inh: inhibitors of EWS/Fli oncoprotein transcriptional activity. A673 NR0B1-luciferase reporter, viability-normalised. AID 651661. inhibition, % at 12.6 µM. 350,000 compounds, 0.67% hits;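 active means mean inhibition of at least 50% after viability correction, with every replicate also passing that limit; inconclusive means mean reaches 50% but only one of two replicates passes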;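 further: firefly luciferase signal divided by Alamar Blue viability fluorescence both relative to DMSO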
esBAF inh: inhibitors of esBAF chromatin remodeling in mouse ES cells | Bmi1-luciferase knock-in reporter, 24 h; 100% = twice the neutral-well signal | reporter increase, % at 12.5 µM | 350,000 compounds, 2% hits | AID 602393; in the data active means activation above about 40%; inconclusive means no clear call, values can overlap the other calls;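 further: 0% = median of the plate's neutral control wells and 100% = double that signal; a rise in the Bmi1 reporter signal indicates esBAF inhibition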
RAD54 branch: blocks human RAD54 Holliday junction branch migration; AID 602329; 360,000 compounds, 0.14% hits; Q92698; inhibition, % at 10.4 µM; FAM/BHQ fluorescence;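 active means mean normalized replicate activity at least 40 and at least half of replicates scoring 40 or more; inconclusive means only one of the two criteria met; inactive means mean below 40 and under half of replicates reaching 40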;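 further: 0% = median of neutral control wells and 100% = median of positive control wells; inhibitors cause a drop in the FAM fluorescence signal; in these data hits start at about 50%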
E-sel inducer: induces E-selectin expression in human endothelial cells; HUVEC E-selectin immunofluorescence imaging; normalized: neutral wells 0, TNF-alpha wells 100; activation, % at 7.58 µM; 260,000 compounds, 0.37% hits; AID 686992;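 active means mean E-selectin-positive cell signal at least 10% of the positive control, reached in at least 60% of replicates, without over 20% cell loss; inconclusive means no rule given, readout overlaps actives, possibly toxicity-flagged; inactive means the rest, including those meeting only one limit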;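 further: in these data hits start at about 27%; measured in HUVEC primary endothelial cells; signal is the percent of cells scored E-selectin positive by PE staining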
Target sequence (P16581 whole entry, looked up): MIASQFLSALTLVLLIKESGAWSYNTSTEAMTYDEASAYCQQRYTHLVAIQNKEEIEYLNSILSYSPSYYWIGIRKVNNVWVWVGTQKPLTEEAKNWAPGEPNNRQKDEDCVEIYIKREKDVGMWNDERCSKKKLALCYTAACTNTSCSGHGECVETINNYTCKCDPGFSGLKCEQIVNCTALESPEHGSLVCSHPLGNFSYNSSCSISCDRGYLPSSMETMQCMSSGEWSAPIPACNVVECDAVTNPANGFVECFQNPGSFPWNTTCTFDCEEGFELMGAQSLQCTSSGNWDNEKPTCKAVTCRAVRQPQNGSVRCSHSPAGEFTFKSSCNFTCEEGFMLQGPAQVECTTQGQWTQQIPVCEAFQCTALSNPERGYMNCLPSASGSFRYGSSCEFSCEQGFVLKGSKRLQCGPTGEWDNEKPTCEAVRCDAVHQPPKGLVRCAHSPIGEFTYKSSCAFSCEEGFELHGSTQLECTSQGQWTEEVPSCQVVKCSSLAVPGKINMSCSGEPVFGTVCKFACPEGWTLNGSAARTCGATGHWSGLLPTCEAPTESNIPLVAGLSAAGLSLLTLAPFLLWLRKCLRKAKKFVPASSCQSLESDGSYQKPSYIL
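System: HUVEC / Compound: single concentration / Signal: immunofluorescence imaging / Read-out: percent E-selectin-positive cells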
S100A4 MyoIIA: blocks human S100A4 binding to myosin IIA peptide; P26447; S100A4/TAMRA-MyoIIA peptide fluorescence polarization; inhibition, % at 10.7 µM; 360,000 compounds, 0.14% hits;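 active means mean inhibition of at least 70% across replicates, with every replicate also reaching that level; inconclusive means mean inhibition reaches 70% but some replicates fall short; inactive means mean inhibition below 70%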
Target sequence (P26447 whole entry, looked up): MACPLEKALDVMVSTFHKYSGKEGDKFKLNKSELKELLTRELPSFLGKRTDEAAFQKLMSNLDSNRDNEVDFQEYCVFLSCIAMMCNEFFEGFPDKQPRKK
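Test system: S100A4 monomer protein. Medium: HEPES buffer with Ca2+, pH 7.2. Reagent: fluorescent myosin IIA peptide, 5 nM. Compound dosing: single-point compound testing. Timing: 5 min between mix addition and reading. Benchmarks: DMSO neutral and TFP positive wells.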
XiGFP reactiv: X-chromosome reactivation activator; 360,000 compounds, 0.055% hits; activation, % at 7.58 µM; XiGFP mouse fibroblasts, % GFP-positive cells imaging, 3 d; cells co-treated with 5-aza-dC sensitizer; scaled so ellipticine positive control = 100%;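 active means mean normalized replicate activation at least 10% and every replicate at or above 10%; inconclusive means only one of the two criteria met; inactive means mean below 10% and not all replicates reach 10%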;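 further: 0% = median of on-plate neutral control wells and 100% = ellipticine 6 µM median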
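System: SV40-immortalized XiGFP fibroblast cells, line 68-5-11 / Incubation: 3-day compound exposure, then 15 min fixation at room temperature / Compound: single concentration per compound, delivered by pin transfer / Buffer or medium: DMEM plus 5-aza-dC sensitizer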
FN deposition inh: fibronectin deposition inhibition; AH1F fibroblasts, Alexa488-fibronectin deposition fluorescence, overnight; inhibition, % at 12.6 µM; 350,000 compounds, 0.086% hits; AID 743247;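 active means mean inhibition across replicates of 30% or more, regardless of how many single replicates reach that level; inconclusive means mean under 30% yet at least half of replicates reach 30%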;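 further: positive control wells lacked labelled fibronectin entirely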
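Measured by – fluorescence 485/525 nm · System – AH1F fibroblast monolayer, labelled fibronectin deposition · Amount – 10000 cells per well · Buffer or medium – serum-reduced DMEM (2% serum) · Doses – single dose, pinned · Also added – fluorescent fibronectin at 24 nM final · Schedule – 1 h cell attachment, overnight exposure to compound and label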
RAD52 inh: inhibitors of human RAD52 DNA annealing; inhibition, % at 18.7 µM; recombinant RAD52 DNA annealing, FRET fluorescence; AID 651710; P43351; 360,000 compounds, 0.46% hits;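 active means every replicate showing at least 50% inhibition; inconclusive means mean inhibition at least 50% but not in every replicate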
An asterisk follows results filed as active; ? = inconclusive; / = no result given; & = joins results of further samples.

SMILES	EWS-Fli inh	esBAF inh	RAD54 branch	E-sel inducer	S100A4 MyoIIA	XiGFP reactiv	FN deposition inh	RAD52 inh
C[C@H]1CN([C@@H](C)CO)S(=O)(=O)c2ccc(/C=C/c3ccccc3)cc2O[C@@H]1CN(C)C(=O)Nc1cccc(F)c1	21	12	2	0.2	-6	0.7	/	-4
COc1ccc(C#Cc2ccc([C@@H]3[C@H](CO)N4CCCCN(Cc5ccncc5)C[C@@H]34)cc2)cc1	1	5	1	-0.6	-5	0.2	/	-33
O=C(N/N=C/c1ccc(Br)s1)c1cccs1	-31	/	15	0.4	0	0.0	4	-9
O=[N+]([O-])c1cccc(NC(=S)NCc2ccncc2)c1	-12	/	/	/	-11	0.0	-19	0
CCOc1ccccc1N1CC(C(=O)Nc2c(C)n(C)n(-c3ccccc3)c2=O)CC1=O (stereo not given)	5	/	/	-0.1	-1	0.0	6	-2
CC(=O)c1ccc(N2CCN(S(=O)(=O)c3cn(C)c(C)n3)CC2)cc1	-4	0	1	5.9	0	0.1	0	-11
N=C1/C(=C\c2ccc(SCc3ccccc3)o2)C(=O)N=C2SC=NN12	4	-6	-3	/	5	0.1	-13	-172
COc1cccc(NC(=O)N(C)C[C@@H]2Oc3cc(C#CC4(O)CCCC4)ccc3S(=O)(=O)N([C@@H](C)CO)C[C@@H]2C)c1	0	5	8	0.3	10	-1.0	-4	15
Clc1ccc(-c2nc3c4ccccc4ccn3c2Cc2ccccc2)cc1	-13	-3	-4	1.1	-7	0.1	5	-35
OCCNCCCOc1cc(Cl)ccc1Cl	1	/	/	0.7	-4	0.5	-19	-16
Cc1ccc2[nH]cc(CCNC(=O)c3ccc4c(c3)OCO4)c2c1	2	-4	-9	/	-2	0.2	4	-6
C[C@H]1CN([C@@H](C)CO)C(=O)c2cc(-c3cccc(C(=O)N(C)C)c3)cnc2O[C@H]1CN(C)C(=O)Cc1ccccn1	-2&-3	2&1	-19&-10	0.0	-1&12	0.2&0.0	-1&-2	-7&-6
CCOCCCNC(=S)NC1CC2CCC(C1)N2Cc1ccccc1 (stereo not given)	5	/	/	-0.9	3	0.0	1	12
CC(SC(C)C(=O)NN=Cc1ccc(F)cc1)C(=O)NN=Cc1ccc(F)cc1 (stereo not given)	2	/	1	/	3	0.0	2	-8
Cc1ccc(S(=O)(=O)N(C)C[C@H]2Oc3c(NC(=O)c4ccncc4)cccc3C(=O)N([C@H](C)CO)C[C@@H]2C)cc1	-1	1	-3	0.5	8	-0.4	/	-9
CC(=O)Nc1ccc2c(c1)C(=O)N(C)[C@@H]1CC[C@@H](CC(=O)NCC3CC3)O[C@@H]1CO2	-8	0	-4	0.1	-24	0.4	6	-4
CN(C)C(=O)C[C@H]1C[C@H]2c3cc(NC(=O)C4CCC4)ccc3O[C@H]2[C@H](CO)O1	6	-3	-6	0.0	-3	-0.1	-1	-4
O=C(NC1CCCCC1)C(c1ccnc2ccccc12)N1CCc2ccccc2C1 (stereo not given)	5	5	-10	-1.4	-5	/	0	-42
O=C(Nc1ccc(Oc2ccccc2)cc1)c1csc([C@@H]2O[C@H](CO)[C@@H](O)[C@H]2O)n1	4	16	-2	-0.4	0	0.0	3	-7
CCOC(=O)C1CCCN(C(=O)c2ccc(N(C)C)cc2)CC1 (stereo not given)	4	-2	1	/	-3	0.1	/	-9
CO[C@@H]1CC[C@@H]2CCN(C)C(=O)[C@H](C)CN(C)C(=O)c3cccc(C#N)c3OC[C@H]1O2	3	1	3	-0.1	-6	-0.1	1	9
Cc1cc(C)cc(NC(=O)CSc2nc3nc(C)cc(C)n3n2)c1	-3	-5	-1	-0.6	-4	0.6	5	-3
O=C(N/N=C/c1cccnc1)c1ccc(CN2c3cccc4cccc(c34)S2(=O)=O)cc1	-10	1	2	5.8	-3	-0.1	-2	-28
COc1ccc(-c2c(-c3cc(OC)cc(OC)c3)n(C)c3ccc(-c4ccc(OC)nc4)cc23)cc1	-1	-4	0	0.5	3	0.2	-10	3
Cc1ccc(Cc2c(-c3ccc(Cl)cc3)nc3cc(C)ccn23)cc1	-84	34	-3	0.1	-2	0.3	7	-2
SMILES	EWS-Fli inh	esBAF inh	RAD54 branch	E-sel inducer	S100A4 MyoIIA	XiGFP reactiv	FN deposition inh	RAD52 inh
COc1cccc(C#Cc2ccc([C@@H]3[C@H]4CN(S(=O)(=O)c5ccccc5C)CC(=O)N4[C@H]3CO)cc2)c1	0	/	/	-0.6	0	0.1	/	-2
O=C1CN(C(=O)c2cccc(S(=O)(=O)N3CCCC3)c2)c2ccccc2N1	1	/	0	0.0	-20	0.0	3	0
CC(C)(C)OC(=O)NCC1CCN(S(=O)(=O)Cc2ccccc2)CC1	-3	0	11	/	-5	-0.1	-17	0
Cc1ccc(OCc2n[nH]c(=S)n2-c2ccccc2)cc1	23	/	/	/	-1	1.0	-4	6
CC(C)C[C@H](NC(=O)C1CC(=O)N(c2ccc3c(c2)OCO3)C1)C(=O)NCc1ccco1 (stereo not given in full)	/	1	-5	/	4	0.1	-6	-15
O=C(Cn1c(=O)n(-c2ccccc2)c(=O)c2sccc21)NCc1ccccc1	1	0	0	-0.2	13	-0.3	-6	-7
CC12CCC(=O)N1C(C(=O)Nc1cccc(S(=O)(=O)N3CCCCC3)c1)CS2 (stereo not given)	0	3	-3	/	-2	-0.1	-4	2
COc1ccc(C(=O)NNC(=O)CCCCC(=O)NNC(=O)c2ccc(OC)cc2)cc1	0	/	/	/	-3	-0.4	/	5
N#CCC(=O)N/N=C/c1ccc(OCc2ccccc2)cc1	-64	4	/	/	-1	0.0	-12	-17
COc1cccc(NC(=O)N2C[C@@H](O)COC[C@H]3O[C@@H](CC(=O)NC4CCC4)CC[C@@H]32)c1	-1	5	4	0.2	-3	0.1	-2	5
CC(C)Sc1nnc(-c2c[nH]c3ccccc23)n1C	-68	41*	-3	-0.1	-2	0.1	-16	-6
OC[C@@H]1[C@H](c2ccc(-c3ccccc3F)cc2)[C@@H]2CN(Cc3ccncc3)CCCCN12	-9	/	-1	-0.1	/	0.0	/	/
Cc1cc(OCC(=O)N(Cc2cccs2)C2CCS(=O)(=O)C2)ccc1Cl (stereo not given)	8	1	5	0.1	-1	0.1	4	-102
Cc1ccc(Nc2nnc(SCC(=O)c3c(N)n(C4CC4)c(=O)[nH]c3=O)s2)cc1C	-102	-12	-12	-1.4	-24	-0.6	-8	-8
CCCn1c2ccccc2c2cn[nH]c(=O)c21	-11	0	-3	0.0	-1	0.1	0	-7
O=c1[nH]ccc2c([N+](=O)[O-])cccc12	11	/	/	1.8	2	0.1	5	-14
C[C@H](CO)N1C[C@H](C)[C@@H](CN(C)C(=O)Cc2ccccc2)OCCCC[C@H](C)Oc2ccc(NC(=O)Nc3ccccc3)cc2C1=O	2	0	3	/	-12	0.2	-9	-15
COc1cc(S(=O)(=O)NC2CCCCC2C)ccc1-n1cnnn1 (stereo not given)	9	/	/	/	-1	0.0	1	-11
Cc1cc(C)cc(-n2c3ccc(NC(=O)Cc4cccc5ccccc45)cc3c(=O)n2C)c1	41	-13	2	1.7	-1	1.2	-10	-14
CCN1CC(CNC(=O)c2ccc3nc(Cc4cccc(Cl)c4)oc3c2)CC1=O (stereo not given)	0	4	0	/	-2	0.0	6	-9
COc1ccc2c3c([nH]c2c1)[C@H](CO)N(C)CC31CCN(S(=O)(=O)c2cccc(F)c2)CC1	3	/	/	-0.3	2	0.2	/	14
C[C@@H]1CN([C@H](C)CO)C(=O)Cc2cc(NC(=O)Nc3ccc(F)cc3)ccc2O[C@H]1CN(C)Cc1ccc(C(F)(F)F)cc1	-3	4	/	?	3	-1.3	-7	-1
CCCCC(=O)NC(c1ccc([N+](=O)[O-])cc1)c1c(O)ccc2ccccc12 (stereo not given)	6	/	4	-0.9	1	0.2	-7	-10
Clc1ccccc1C=NNc1ccccn1	-28	98*	-4	-0.6	-5	0.0	8	-5
O=c1c2ccccc2c(=O)n(Cc2ccccc2)n1Cc1ccccc1	-1	/	/	/	0	0.3	/	-9
SMILES	EWS-Fli inh	esBAF inh	RAD54 branch	E-sel inducer	S100A4 MyoIIA	XiGFP reactiv	FN deposition inh	RAD52 inh
CCOP(=O)(OCC)c1ccc2c(c1)C(=O)c1ccccc1CC2	-9	9	-8	0.1	2	0.0	11	-7
O=C(Oc1ccccc1C(=O)N1CCOCC1)c1ccc(F)cc1	17	-3	2	/	1	0.1	-7	-8
C=CCN1C(=O)c2ccc(C(=O)N(CC)CC(=O)Nc3c(F)cccc3F)cc2C1=O	2	-3	3	0.1	3	-0.1	5	-5
CC(C)[C@H]1C(=O)Nc2ccccc2N1C(=O)N[C@@H](Cc1ccccc1)C(=O)N[C@H](Cc1ccccc1)C(=O)O	-7	5	17	/	-2	/	/	-7
Cc1nc2nc(C)n(CCN3CCOCC3)c(=O)c2c(-c2cccc([N+](=O)[O-])c2)c1C(=O)CCCCCCCCCCN1CCC(c2ccccc2)(c2ccccc2)CC1	?	/	/	0.0	8	1.2	-6	97*
COc1ccccc1/C=N/NC(=O)c1ccc2c(c1)OCO2	-28	25	5	-0.1	-1	0.1	-4	-15
Nc1cccc(-c2cncc(N3CCN(Cc4ccccn4)CC3)n2)c1	-6	2	-4	0.0	-1	0.1	3	5
O=C(Nc1ccc(Br)cc1)c1cccnc1N1CCCCC1	2	10	8	/	-4	/	/	-16
O=C(C[C@H]1CC[C@H]2[C@@H](COC[C@H](O)CN2C(=O)Nc2ccc(F)cc2)O1)NCC1CC1	/	7	0	0.1	2	0.4	-2	8
COc1ccccc1N(C)S(=O)(=O)c1ccc(Cl)c(C(=O)Nc2cccc(C)n2)c1	2	/	/	-1.2	3	0.0	5	-9
Cc1ccn2c(=O)nc(SCC(=O)N3CCC(C)CC3)nc2c1	7	-1	2	-0.1	-1	0.0	/	-8
CC(C)NC(=O)N(C)C[C@H]1Oc2ccc(NS(=O)(=O)c3ccccc3)cc2C(=O)N([C@H](C)CO)C[C@H]1C	-3&-7	7&2	-1&7	-0.1&-0.1	3&0	0.1&0.4	-7&-16	6&-4
COc1ccc(/C=C/C(=O)C2(O)CCCCC2)cc1	-4	17	-17	2.1	2	0.2	-4	-9
O=C(Nc1ccc(C(=O)N2CCCCC2)cc1)C1CCC1	-11	-6	0	2.2	3	0.0	0	-3

In another format: results already given
Values run as follows: EWS-Fli inh	esBAF inh	RAD54 branch	E-sel inducer	S100A4 MyoIIA	XiGFP reactiv	FN deposition inh	RAD52 inh
> COc1ccccc1/C=N/NC(=O)c1ccc2c(c1)OCO2
  -28	25	5	-0.1	-1	0.1	-4	-15
> Nc1cccc(-c2cncc(N3CCN(Cc4ccccn4)CC3)n2)c1
  -6	2	-4	0.0	-1	0.1	3	5
> O=C(Nc1ccc(Br)cc1)c1cccnc1N1CCCCC1
  2	10	8	/	-4	/	/	-16

Outcome played no part in choosing rows; any-hit rate near 3%.
